Lipid storage S3 = qHTS Assay for Lipid Storage Modulators in Drosophila S3 Cells; Drosophila S3 cells, BODIPY lipid droplet fluorescence, 18-24 h; cells fed with added oleic acid; lipid storage change, negative = inhibition, % at the top dose, mostly 46.1 µM; hits show Potency in µM; hit rate 0.64% among 320,000; AID 2685, 2010; active means well fitted inhibition curve with a large enough effect in the signal ratio, with a control signal flat, not every such curve was filed as active; inconclusive means small, poorly fitted or top-dose-only effect, or effect the other way, or a change in a side signal; the % refers to the signal ratio
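Drosophila S3 cells got compounds at several concentrations plus oleic acid (400 uM solution). Laser-scanning cytometry with 488 nm excitation read lipid droplets at 500-530 nm and cells at 575-640 nm. Percent activity was relative to 20 uM Triacsin C.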
Lipid storage S3 cell count max = recorded beside Lipid storage S3, whose call it bears; cell number change, %; measured here: cell count max response;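 cells counted by Cell Tracker Red CMTPX staining in the red channel; peak over a dose series mostly up to 46.1 µM; percent activity relative to internal control wells on each plate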
An asterisk follows results filed as active; i = inactive; ? = inconclusive; · = no result given. On the % scale 0 is the no-effect control and ±100 the full control effect; potency means the concentration at half of the fitted maximal effect.

Lipid storage S3 | Lipid storage S3 cell count max | smiles
-0.4% | -7.1 | O=C(CSc1nc(O)c(C2CCCCC2)c(=O)[nH]1)NCC1CCCO1 (stereo not given)
? | · | COc1cccc(/C=N/NC(=O)CNC(=O)c2ccc(S(=O)(=O)N3CCCC3)cc2)c1OC
? | · | CCn1c(=NC(=O)CS(=O)(=O)c2ccc(C)cc2)sc2cccc(OC)c21
? | · | Cc1cccc(-n2ncc3c(NCCc4ccc(S(N)(=O)=O)cc4)ncnc32)c1
-12.7% | 10.9 | COc1cc(C(=O)NCc2nnc(SCC(=O)Nc3nc4ccc(C)cc4s3)o2)cc(OC)c1OC
1.4% | 1.6 | O=C(CCC(=O)c1ccc(F)cc1)Nc1cccc(S(=O)(=O)Nc2cccc(Cl)c2)c1
i | 0.9 | Cc1ccc(NC(=O)Nc2nc3ccc(S(C)(=O)=O)cc3s2)cc1
i | -24.8 | COc1cccc2sc(Nc3nc4ccc(NC(C)=O)cc4s3)nc12
? | · | CCN1CCc2nc3ccccc3c(C(=O)Nc3ccc(C#N)cc3)c2C1
-0.3% | 13.5 | O=C(Oc1cccc(Cl)c1)N1CCOCC1
? | · | CCN(CCO)Cc1csc2ccc(Br)cc12
? | · | CCN(CC)S(=O)(=O)C1CCS(=O)(=O)C1 (stereo not given)
? | · | COc1ccc(/C=C/C(=O)c2ccc(C(=O)/C=C/c3ccc(OC)c(OC)c3)cc2)cc1OC
? | · | Cc1cccc(C)c1NC(=O)CNC(=O)Cn1nc(C)c(C)c(C#N)c1=O
12.7% | -0.9 | CCC(c1nnnn1C1CCCCC1)N1CCN(C2CCCC2)CC1 (stereo not given)
? | · | Clc1ccc(-c2c[n+](Cc3cccc(Cl)c3)c3n2CCC3)cc1
? | · | COCCCn1c(SCC(=O)NC2CCCC2)nnc1-c1ccccc1
-5.0% | -0.6 | CCC(C)(C)NC(=O)C(c1ccccn1)N(C(=O)c1csnn1)c1ccc(C)c(C)c1 (stereo not given)
? | · | COCCNS(=O)(=O)c1cccc2cccnc12
? | · | CC(C)(O)C(=O)N/N=C\c1ccc(OC/C=C/c2ccccc2)cc1
9.0% | 1.3 | Cc1oc(-c2cccc3ccccc23)nc1CN1CCC[C@H]1CO
i | -16.8 | CCc1nc(N2CCN(C(C)=O)CC2)c2c3c(sc2n1)CCCC3
? | · | CC(C(=O)N1CCCc2ccccc21)N1CCN(c2ccccn2)CC1 (stereo not given)
? | · | O=C(CCc1c[nH]c2ccccc12)N1CCN(S(=O)(=O)c2ccc(F)cc2)CC1
-5.4% | 2.9 | COc1cc2c(cc1OC)CN(Cc1cc(=O)oc3c(C)c(C)ccc13)CC2
i | 7.9 | CCN1CCN(C(=O)C2CCN(S(=O)(=O)c3ccc(Br)cc3)CC2)CC1
? | · | CC(C)NS(=O)(=O)c1ccc(OCC(=O)Nc2ccc3c(c2)OCO3)c(Cl)c1
15.8% | 8.5 | Cc1ccc2nc(NCc3ccc(F)cc3)c3nncn3c2c1
7.9% | 0.3 | Cc1cc(C)n2c(SCC(=O)Nc3cc(C)on3)nnc2n1
? | · | Cc1cccc(-n2cnc(C(=O)NNC(=S)Nc3ccccc3)c2)n1
? | · | Nc1nc(COc2ccc3ccccc3c2)cs1
i | · | O=C(NC(Cc1ccccc1)C(=O)N1CCN(c2ccccn2)CC1)c1ccco1 (stereo not given)
i | · | COC(=O)CN1C(=S)N(C)C(=O)/C1=C/c1cccs1
? | · | COc1cc(NC(=O)CSCc2ccc(Cl)cc2)c(C(=O)O)cc1OC
9.2% | 16.2 | COc1ccc(CCNC(=S)NC(=O)c2ccccc2)cc1C
8.1% | 1.5 | O=C(O)c1[nH]c2ccccc2c1C(c1cccc(O)c1)c1c(C(=O)O)[nH]c2ccccc12
-2.7% | -3.9 | Cc1ccc(S(=O)(=O)NC(=O)Nc2nnc(C)s2)cc1
? | · | CCCCC(=NCCc1c(C)[nH]c2ccc(OC)cc12)C1=C(O)CC(c2ccccc2)CC1=O (stereo not given)
-3.8% | -3.3 | COc1ccc(S(=O)(=O)NNC(=O)c2ccc(-n3c(C)ccc3C)cc2)cc1
1.2% | 17.3 | COc1ccc(OCc2cc(C(=O)N3CCC(OC)CC3)no2)c2ccccc12
? | · | COc1ccc(OC)c(NC(=O)CN2CCN(C(=O)c3ccco3)CC2)c1
? | · | Cn1ccnc1SCC(=O)Nc1ccc(F)c([N+](=O)[O-])c1
22.4% | -20.2 | CCOc1ccc(/C(O)=C2/C(=O)C(=O)N(CCCn3ccnc3)C2c2cccs2)cc1Cl (stereo not given)
? | · | Cc1ccc(CNS(=O)(=O)c2ccc(C)s2)cc1
25.0% | · | CCn1c(C)c(C)c2cc(C(=O)N3CCCC3)ccc21
? | · | Cc1cc(C)n2nc(CNS(=O)(=O)c3cccc([N+](=O)[O-])c3)nc2n1
i | · | Cc1ccc(NS(=O)(=O)N(C)C)cc1
-14.3% | 4.8 | Clc1ccc(OCCCNCc2ccccc2)c(Br)c1
16.0% | 0.1 | COc1ccc(OC)c(NC(=O)c2c(NC(=O)CNCc3ccco3)sc3c2CCC3)c1
-7.5% | -8.6 | O=c1[nH]c2ccccc2nc1-c1ccccc1

Remaining list, next part.
Lipid storage S3 | Lipid storage S3 cell count max | smiles
? | · | C=CCn1c(SCn2nnc3ccccc3c2=O)nnc1-c1ccc(Cl)cc1
-3.0% | 2.0 | Cc1nn2cc(-c3ncc(C(F)(F)F)cc3Cl)cnc2c1Br
-2.0% | -16.1 | O=C(NCCc1ccccn1)c1cc(-c2ccc(Cl)cc2)nc2ccccc12
-17.0% | · | COc1cccc(NC(=O)CSc2nnc(Cc3ccc(OC)c(OC)c3)o2)c1
-1.2% | 5.6 | O=C1N=c2ccccc2=C1c1sc(=S)n(CC2CCCO2)c1O (stereo not given)
? | · | CCN(C(=O)COC(=O)c1c(C)nn(-c2ccccc2)c1C)C1CCS(=O)(=O)C1 (stereo not given)
? | · | Cc1cccn2c(=O)c3cc(C(=O)NC4CCS(=O)(=O)C4)n(Cc4ccccc4)c3nc12 (stereo not given)
? | · | CC(O)CNc1nc2c(c(=O)n(C)c(=O)n2C)n1C/C=C/c1ccccc1 (stereo not given)
-7.2% | -8.4 | Brc1ccc(-c2nn[nH]n2)cc1
12.9% | -4.0 | CCOC(=O)NCc1ccc(S(=O)(=O)Nc2ccccc2C)cc1

Reformatted: results already given.
Order of values: Lipid storage S3 | Lipid storage S3 cell count max
> CC(O)CNc1nc2c(c(=O)n(C)c(=O)n2C)n1C/C=C/c1ccccc1 (stereo not given)
  ? | ·
> Brc1ccc(-c2nn[nH]n2)cc1
  -7.2% | -8.4

(listing goes on)
Lipid storage S3 | Lipid storage S3 cell count max | smiles
? | · | Cc1cc(C(=O)OCC(=O)NC2CCS(=O)(=O)C2)c(C)n1-c1ccccc1 (stereo not given)
17.7% | · | CC1CCc2nc(NC(=O)C3COc4ccccc4O3)sc2C1 (stereo not given)
3.4% | -1.6 | COc1cc(OC)cc(-n2nnnc2SCC(=O)NCc2cccs2)c1
i | 5.0 | COc1cccc(N2CCN(C(=O)c3ccc(N4C(=O)NC5CC4(C)Oc4ccccc45)cc3)CC2)c1 (stereo not given)
? | · | COc1ccc(-c2cc(C(F)(F)F)c(C#N)c(SCC(=O)Nc3ccc(C)cc3)n2)cc1
? | · | O=C(CSc1nnnn1-c1ccc(Cl)cc1)Nc1cccnc1Cl
? | · | CN(C)C=Nc1nonc1-c1ncn[nH]1
? | · | O=C(Cc1c(Cl)cccc1Cl)N1CCN(S(=O)(=O)c2cccs2)CC1
-0.1% | 3.9 | S=C(NCCc1ccccc1)NC1CC2CCC(C1)N2Cc1ccccc1 (stereo not given)
6.7% | -5.7 | Clc1ccc(-c2nnc(-c3ccccc3Cl)o2)cc1
-5.9% | 9.5 | CN1CCN(C(=O)c2cnn3c(C(F)(F)F)cc(-c4cccs4)nc23)CC1
6.3% | 0.8 | Cn1c(Cc2nc(-c3cnccn3)no2)nnc1SCC(=O)Nc1ccccc1
? | · | CCOC(=O)C(CC)(CCC(=O)O)c1csc(Nc2ccc(C)cc2)n1 (stereo not given)
-2.4% | 3.2 | COc1ccc(S(=O)(=O)N2CCCCCC2)cc1N(C)S(=O)(=O)c1ccc(C)cc1
? | · | COc1ccc(C(=O)COc2ccc(NC(C)=O)cc2)cc1
31.9% | -1.7 | COc1ccc(OC)c(Nc2nc(C3CC3)nc3c2nnn3Cc2ccccc2)c1
? | · | Cc1ccc(S(=O)(=O)CCc2nnc(NC(=O)c3ccccn3)s2)cc1
? | · | CC(C)CC(C(=O)O)N1C(=O)C2C3C=CC(C2C1=O)C1C(=O)N(C(CC(C)C)C(=O)O)C(=O)C31 (stereo not given)
? | · | CC(C)CN(C(=O)C1CC1)c1c(N)n(Cc2ccccc2)c(=O)[nH]c1=O
5.9% | -0.1 | Cc1c(C(=O)Nc2cc(S(=O)(=O)N3CCOCC3)ccc2N2CCOCC2)oc2ccccc12
? | · | COc1ccc(-c2cccc(NS(=O)(=O)c3cc([N+](=O)[O-])ccc3Cl)c2)nn1
-1.4% | -7.8 | Cn1c(N)c(C(=O)Nc2ccc(-c3ccccc3)cc2)sc1=S
? | · | CC1CCN(c2ccc(-c3cccc(NC(=O)C(F)(F)F)c3)nn2)CC1
19.8% | -14.5 | Cc1ccccc1-c1nc(-c2cccnc2)no1
? | · | CCN(CC)CCN(C(=O)c1ccc2c(c1)CCCC2)c1nc2ccc(C)cc2s1
1.1% | -6.2 | O=C1CC(c2ccccc2)n2nc(NC(=O)c3cccnc3)nc2N1 (stereo not given)
? | · | Cc1cc(-c2cc(-c3ccc(Cl)cc3)on2)nc(NCC2CC2)n1
? | · | O=C(Nc1ccc(-n2ccc(C(F)(F)F)n2)cc1)Nc1cccc(Cl)c1
? | · | COC(=O)CSc1nnc(-c2ccccc2O)n1-c1ccc(C)cc1
-8.3% | 5.4 | COc1ccc(S(=O)(=O)N(CCc2ccccc2)CC(=O)O)cc1OC
? | · | CCN(C(=O)COC(=O)c1ccc2ccccc2n1)c1c(N)n(Cc2ccccc2)c(=O)[nH]c1=O
9.6% | -2.9 | Cc1cccc[n+]1C1C(c2ccccc2)C(C#N)=C(C(=C=[N-])C#N)NC1(O)C1CC1 (stereo not given)
? | · | O=C(c1ccco1)N1CCN(Cc2ccc(F)cc2Cl)CC1
? | · | COc1ccc(CNC(=O)CCC(=O)Nc2ccc(Cl)cc2)cc1
? | · | CCOC(=O)c1cnc(N)nc1C(F)(F)F
? | · | CCCCC1=NN(C(=O)c2ccco2)C(O)(C(F)(F)F)C1 (stereo not given)
i | 8.1 | COc1ccc(CSc2nnc(CNS(C)(=O)=O)o2)cc1
? | · | Cc1ccc(C2CN(CCC(N)=O)C(=O)CO2)cc1 (stereo not given)
? | · | CCOC(=O)Cn1c(C)c(Br)c(COC)c(C#N)c1=O
16.8% | -1.6 | Cc1cccc(N2CCN(C(=O)c3cn4ccccc4n3)CC2C)c1 (stereo not given)

Reprinted at random: 3 entries already listed.
Lipid storage S3 | Lipid storage S3 cell count max | smiles
? | · | O=C(Cc1c(Cl)cccc1Cl)N1CCN(S(=O)(=O)c2cccs2)CC1
-2.7% | -3.9 | Cc1ccc(S(=O)(=O)NC(=O)Nc2nnc(C)s2)cc1
? | · | CCN(CC)CCN(C(=O)c1ccc2c(c1)CCCC2)c1nc2ccc(C)cc2s1

Other records follow.
Lipid storage S3 | Lipid storage S3 cell count max | smiles
-3.1% | 10.9 | CC1=CS/C(=C(/C#N)C(=O)NCc2ccco2)N1c1ccccc1
-3.1% | 2.0 | Cc1cc(N2CCN(c3ccc(F)cc3)CC2)nc2cc(O)ccc12
? | · | CCCn1c(C2CCCN2c2nc(-c3ccc(C)cc3)cs2)nc2ccccc21 (stereo not given)
11.3% | 16.4 | N#Cc1ccc(N2CCCC2C(=O)O)c([N+](=O)[O-])c1 (stereo not given)
i | 9.0 | COc1ccc(CCNC(=O)COc2cc(C)cc3oc(=O)cc(C)c23)cc1OC
? | · | O=C(O)c1cccc(N2C(=O)c3cc([N+](=O)[O-])cc4cc([N+](=O)[O-])cc(c34)C2=O)c1
? | · | O=C(/C=C/c1cccc(Cl)c1)Nc1ccncc1
? | · | COc1ccc(C(=O)Nc2ccc(N3CCN(Cc4ccccc4)CC3)cc2)cc1
-2.5% | -7.0 | O=C(NCCN1CCN(Cc2ccccc2)CC1)C1CC(=O)N(C2CCCC2)C1 (stereo not given)
? | · | O=C(Cc1cccs1)Nc1ccc(-c2nnc(-c3ccco3)o2)cc1

Rewritten field by field: entries from further up
> O=C(O)c1cccc(N2C(=O)c3cc([N+](=O)[O-])cc4cc([N+](=O)[O-])cc(c34)C2=O)c1
  Lipid storage S3: ?
  Lipid storage S3 cell count max: ·

> O=C(/C=C/c1cccc(Cl)c1)Nc1ccncc1
  Lipid storage S3: ?
  Lipid storage S3 cell count max: ·

Next part:
Lipid storage S3 | Lipid storage S3 cell count max | smiles
i | -15.0 | CCc1ccc(NC(=O)C2CCN(S(=O)(=O)c3ccc4c(c3)CC(C)N4C(C)=O)CC2)cc1 (stereo not given)
? | · | COc1ccccc1NC(=O)CCSc1nnnn1C
? | · | Cc1nn(Cc2c(F)c(F)c(F)c(F)c2F)c(C)c1NC(=O)c1nn(C)cc1[N+](=O)[O-]
? | · | Cc1cc(NC(=O)CC23CC4CC(C2)CC(CC(=O)Nc2cc(C)on2)(C4)C3)no1
4.5% | -17.7 | O=C(CCn1c(=O)oc2ccccc21)N1CCN(c2ccccc2Cl)CC1
? | · | COc1ccc(CCNC(=O)C(=O)NCc2ccccc2)cc1OC
? | · | COC(=O)c1cc2ccsc2n1CC(=O)N1CCCc2ccccc21
-2.2% | · | Nc1nc(SCc2ccc([N+](=O)[O-])cc2)c2ncn(C3OC(CO)C(O)C3O)c2n1 (stereo not given)
? | · | Cc1cccc(NC(=O)CN(C)S(=O)(=O)c2cccc3cccnc23)c1C

Screens (PubChem BioAssay)

The list is partial, so the mix of outcomes need not match the whole.
